CSN deneddyl inh – inhibitors of human CSN-mediated cullin deneddylation; Q92905; Purified CSN, SCF-Nedd8-OG deneddylation, fluorescence polarization; inhibition, % at 12.5 µM; hit rate 0.38% among 360,000; AID 651999;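 active means pattern-corrected inhibition above about 35%, with an unprinted fluorescence ratio check between 0.5 and 1.5, limit read from the data, passing the limit was not always enough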;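 further: 0% = enzyme with substrate and 100% = substrate without enzyme; some results filed as inactive read as strong as hits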
Target sequence (Q92905 whole entry, looked up, one chain of several): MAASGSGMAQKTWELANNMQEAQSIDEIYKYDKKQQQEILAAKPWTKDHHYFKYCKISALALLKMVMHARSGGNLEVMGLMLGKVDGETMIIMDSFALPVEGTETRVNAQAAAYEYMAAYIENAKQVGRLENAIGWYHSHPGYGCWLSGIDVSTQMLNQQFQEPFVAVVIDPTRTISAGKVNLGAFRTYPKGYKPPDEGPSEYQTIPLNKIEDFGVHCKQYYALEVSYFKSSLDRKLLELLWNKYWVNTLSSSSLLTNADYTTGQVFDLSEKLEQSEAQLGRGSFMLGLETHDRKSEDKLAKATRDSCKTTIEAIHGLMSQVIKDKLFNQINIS
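assay system = purified human Csn5 enzyme expressed in HEK293T cells | amount = 0.24 nM enzyme | buffer or medium = Tris/NaCl/DTT buffer, pH 7.5 | reagent = 10 nM SCFSkp2-Nedd8OG | compound = one concentration, 12.5 µM, 0.25% DMSO | times = 90 min reaction at room temperature | signal = FP | read-out basis = % inhibition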
Rin1-Abl PPI inh – blocks binding of human Rin1 to Abl. hit rate 0.4% among 360,000. inhibition, % at 7.35 µM. TR-FRET Rin1/Abl binding, biochemical. P00519+Q13671; in the data active means inhibition above about 5%, passing the limit was not always enough
FAS-TE inh – FAS thioesterase (human) inhibition. P49327. recombinant FAS-TE, OMFH fluorogenic substrate, fluorescence endpoint. inhibition, % at 15 µM. hit rate 0.67% among 360,000. AID 602261;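 active means compounds whose normalised, plate-corrected inhibition of enzyme fluorescence in the single-dose primary screen is 50% or more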;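 further: 0% = DMSO with enzyme and 100% = substrate without enzyme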
MsrA inhibitor – inhibits bovine methionine sulfoxide reductase A; purified bovine MsrA, absorbance read-out; inhibition, % at 15.5 µM; hit rate 0.75% among 360,000; in the data active means inhibition above about 4.5%;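 further: 0% = vehicle wells with enzyme and 100% = reference inhibitor wells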
eLon inh – inhibits E. coli Lon protease; P0A9M0; purified E. coli Lon protease, fluorescence polarization; inhibition, % at 7.94 µM; hit rate 0.42% among 360,000; AID 602123; in the data active means inhibition above about 13%, passing the limit was not always enough;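 further: 0% = enzyme with probe and DMSO and 100% = no enzyme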
PABP1 MLLE inh – blocks PAM2 peptide binding to the PABP1 MLLE domain; hit rate 0.36% among 360,000; GST-MLLE / FITC-PAM2 fluorescence polarization; inhibition, % at 20 µM; AID 588489; in the data active means inhibition above about 35%, passing the limit was not always enough;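 further: plate controls were DMSO wells with GST-MLLE for no effect and wells lacking GST-MLLE protein for full effect; some results filed as inactive read as strong as hits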
Target sequence (P11940 whole entry, looked up, the tested form may be a part): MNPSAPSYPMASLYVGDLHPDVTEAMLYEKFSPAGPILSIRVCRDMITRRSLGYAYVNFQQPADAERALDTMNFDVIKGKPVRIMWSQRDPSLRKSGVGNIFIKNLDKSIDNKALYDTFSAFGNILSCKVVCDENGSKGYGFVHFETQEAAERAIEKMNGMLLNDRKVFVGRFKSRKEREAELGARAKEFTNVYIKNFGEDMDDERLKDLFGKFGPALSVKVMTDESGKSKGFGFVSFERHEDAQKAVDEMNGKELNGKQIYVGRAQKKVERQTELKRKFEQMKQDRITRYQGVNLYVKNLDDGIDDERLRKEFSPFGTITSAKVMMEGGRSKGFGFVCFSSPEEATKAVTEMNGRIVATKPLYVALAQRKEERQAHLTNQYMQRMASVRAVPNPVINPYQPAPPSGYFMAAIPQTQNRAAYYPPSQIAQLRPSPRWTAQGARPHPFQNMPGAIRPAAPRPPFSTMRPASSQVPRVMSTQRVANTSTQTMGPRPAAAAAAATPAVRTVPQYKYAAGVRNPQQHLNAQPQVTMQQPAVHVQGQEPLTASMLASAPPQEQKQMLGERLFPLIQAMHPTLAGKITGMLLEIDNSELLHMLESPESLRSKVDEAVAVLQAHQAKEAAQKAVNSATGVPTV
TbMetRS inhib – blocks T. brucei methionyl-tRNA synthetase activity. purified T. brucei MetRS, ATP depletion, Kinase-Glo luminescence. inhibition, % at 11.9 µM. hit rate 0.4% among 360,000. AID 624268;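 active means inhibition above a per-plate cutoff of the control wells' mean inhibition plus 3 SD, cut at about 5.5% in these data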;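 further: 0% = DMSO wells median and 100% = median of wells with control inhibitor compound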
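Assay system: T. brucei methionyl-tRNA synthetase, purified | Medium: HEPES buffer with MgCl2, KCl, DTT, spermine, BSA, pyrophosphatase | Compound: 11.9 µM single point | Incubation: 15 min enzyme-compound preincubation, 2 h reaction, 10 min detection, 25 °C | Measured by: Kinase-Glo luciferase luminescence reporting remaining unconsumed ATP | Measure: % inhibition normalized to control-well medians | Replication: Singlicate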
Neddylation inh – blocks human cullin neddylation. P61081+Q13564. TR-FRET cullin neddylation, biochemical. calls only at 25 µM. hit rate 0.58% among 360,000. AID 651699; in the data active means inhibition above about 36%
MsrA act – bovine methionine sulfoxide reductase A activation; purified bovine MsrA, absorbance read-out; activation, % at 10.6 µM; hit rate 0.3% among 360,000; in the data active means activation above about 7.5%;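 further: 0% = vehicle and 100% = reference activator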
* hit, by the source's call; i = inactive; x = no result given.

1. O=C(NCC1COc2ccccc2O1)C1CCN(S(=O)(=O)c2ccc(Cl)cc2)CC1 (stereo not drawn)
2. CCC(=O)NC1=C(C#N)C2(CCCC2)Cc2ccccc21
3. c1cnc(SCCOc2cccc3ccccc23)nc1
4. CCN(CC(=O)Nc1ccccc1C(F)(F)F)C(=O)CCOc1ccc(C)cc1
5. CCOC(=O)N1CCN(C(=O)c2cn(C)c(=O)c3c2c2ccccc2n3C)CC1
6. O=C(COC(=O)COc1ccc(Cl)cc1)NC1CCCCC1
7. O=C(Nc1ccc(NC(=O)c2ccco2)cc1)c1ccc2c(c1)OCO2
8. CC1(C)CC(=O)C(/C=N/n2c(C(F)(F)F)nc3ccccc3c2=O)=C(O)C1

Assay by compound	1	2	3	4	5	6	7	8
CSN deneddyl inh	-1.4	-7.4	-1.0	4.5	1.4	2.7	3.2	2.0
Rin1-Abl PPI inh	2.1	-2.8	6.8	1.5	-4.4	-1.5	-1.0	4.3
FAS-TE inh	14.6	-10.5	16.4	1.0	-4.5	-7.2	4.3	-4.7
MsrA inhibitor	-0.3	0.1	-0.8	-0.6	4.0	-0.6	0.3	0.2
eLon inh	-13.7	-5.3	-7.5	-0.1	4.7	-9.0	4.2	-4.7
PABP1 MLLE inh	4.6	11.7	-12.6	-3.9	-2.0	-1.6	6.5	12.6
TbMetRS inhib	0.0	-1.2	0.1	-0.4	-0.1	-0.4	-0.8	-0.6
Neddylation inh	i	i	i	i	i	i	i	i
MsrA act	0.3	-4.8	-1.9	-2.6	-1.3	-4.0	0.7	-4.0

9. CCN(C(=O)CSc1nnc(Nc2cccc(C)c2C)s1)C1CCS(=O)(=O)C1 (stereo not drawn)
10. CCOc1ccc2nc3ccc4[nH]onc4c3c2c1
11. N#CC1=C(N)OC2=C(C(=O)CCC2)C1c1ccoc1 (stereo not drawn)
12. Cc1cccc(NC(=O)CSc2nc3ccccc3c3nc(CCc4c(C)n[nH]c4C)nn23)c1
13. CCOC(=O)C1(CCOc2ccccc2)CCN(Cc2ccc(OC)c(COC)c2)CC1
14. COc1cccc([C@@H]2CC=C(C(=O)O)[C@H](c3ccc(Br)cc3)N2S(=O)(=O)c2ccc(C)cc2)c1
15. CCCCn1c(=S)[nH]c2c(=O)n(C)c(=O)n(C)c21
16. CS(=O)(=O)N1CCc2cc(NC(=O)c3ccc(Cl)cc3Cl)ccc21

Assay by compound	9	10	11	12	13	14	15	16
CSN deneddyl inh	-15.2	-1.5	-5.0	-2.7	2.2	1.4	-1.4	2.3
Rin1-Abl PPI inh	4.6	2.7	6.1	4.5	-1.4	-3.0	-6.1	1.6
FAS-TE inh	-9.0	-48.0	-6.9	-10.6	2.1	-1.9	-3.3	-2.4
MsrA inhibitor	0.0	0.5	0.1	-0.8	-2.1	-0.8	-0.6	-1.1
eLon inh	-7.7	1.6	-1.0	0.1	-9.9	-1.5	-5.2	-7.0
PABP1 MLLE inh	-8.4	9.2	23.1	0.9	-0.4	-7.9	20.7	-12.0
TbMetRS inhib	-1.0	1.1	-0.6	-0.5	-0.9	-0.6	-0.2	5.4
Neddylation inh	i	x	i	i	i	i	i	i
MsrA act	-7.8	-2.5	-8.9	4.9	-0.8	-1.5	2.7	-3.3

17. Cc1cc(C)cc(N2CCCC2=O)c1
18. Cc1ccc(CN2CCC(C(=O)Nc3ccc(Oc4cccnc4)cc3)CC2)cc1
19. Cc1ccc(Oc2ccc(-c3nc(N)nc(N)n3)cc2)cc1
20. CCOc1ccc(-c2nc(CS(=O)(=O)CC(=O)NCc3ccc(F)cc3)c(C)o2)cc1
21. Cc1nc(N)[nH]c(=O)c1CCCNc1ccc(CCC2(CCl)OCCO2)cc1
22. Cc1nn(Cc2ccccc2)c(Cl)c1C(=O)NCc1ccc(C)n1C
23. C/C(=N/NS(=O)(=O)c1ccc(Cl)cc1)c1cccc(NC(=O)c2ccc(Cl)cc2Cl)c1
24. CCOC(=O)c1cn(Cc2ccc(Br)cc2)nn1

Assay by compound	17	18	19	20	21	22	23	24
CSN deneddyl inh	3.6	1.9	-6.1	0.7	0.7	3.5	0.1	-3.5
Rin1-Abl PPI inh	3.4	2.5	-2.9	-1.7	0.0	0.5	3.5	3.5
FAS-TE inh	-5.7	-0.5	10.8	2.9	-3.6	-3.6	15.8	-5.9
MsrA inhibitor	-1.0	-1.1	-0.6	-0.1	-0.1	1.1	-0.9	-0.3
eLon inh	-2.3	1.2	-19.0	-12.1	-17.0	-5.1	-1.2	-10.3
PABP1 MLLE inh	0.3	-0.8	-10.7	-0.2	10.3	-14.5	-0.7	3.2
TbMetRS inhib	-1.1	0.0	-0.3	0.0	0.7	0.3	3.3	0.6
Neddylation inh	i	i	i	i	i	i	i	i
MsrA act	-3.4	0.2	1.5	1.6	-0.7	-0.3	-4.6	-4.4

25. CCOc1ccc(CCNC(=O)CCS(=O)(=O)c2ccc(C)cc2)cc1OCC
26. CS(=O)(=O)CCC(C(=O)n1nnc2ccccc21)N1C(=O)c2ccccc2C1=O (stereo not drawn)
27. Cc1nc(-c2ccc(C(=O)O)cc2)cs1
28. O=C(Nc1ncc(Cc2ccc(SC(F)F)cc2)s1)c1ccccc1
29. COc1cccc(CN(C)c2nc(-c3cccs3)nc3ccccc23)c1
30. CCCCc1ccc(/C=C2\C(=O)ON=C2c2ccccc2)s1
31. Cc1nc(C(F)(F)F)ccc1C(=O)N1CCC1(C)C(=O)NS(=O)(=O)c1cccc(C#N)c1 (stereo not drawn)
32. CCN1CCN(C(=S)c2ccc(OCC(=O)NCc3ccccc3)cc2)CC1

Assay by compound	25	26	27	28	29	30	31	32
CSN deneddyl inh	0.4	5.4	1.2	7.5	-6.7	2.9	-3.9	-0.4
Rin1-Abl PPI inh	3.6	2.0	1.2	-0.7	0.5	3.0	-0.2	2.3
FAS-TE inh	-3.6	-6.7	-5.3	20.3	42.2	44.9	-9.1	-53.8
MsrA inhibitor	-0.5	-0.8	-0.2	0.0	4.0	0.2	0.2	-0.6
eLon inh	-3.7	-3.5	-8.4	4.2	-0.1	-4.5	-7.5	3.0
PABP1 MLLE inh	-3.8	-16.1	9.2	-8.7	-22.5	11.8	13.0	22.2
TbMetRS inhib	-1.0	-0.6	0.0	-0.8	-0.4	-0.3	-0.3	-0.5
Neddylation inh	i	i	i	i	i	i	i	i
MsrA act	-2.7	4.8	0.3	-1.1	-3.5	-4.9	-2.5	-5.0

33. CCN1CCN(c2nc(Nc3cc(OC)ccc3OC)nc(Nc3cc(OC)ccc3OC)n2)CC1
34. CCOc1ccc2nc(SCC(=O)c3cccs3)sc2c1
35. O=C(CC[C@H]1O[C@@H](n2cnc3c(NC(=O)c4ccccc4)ncnc32)[C@H](O)[C@@H]1O)N[C@@H](CO)c1ccccc1
36. CC(=O)N1CCN(c2ccc(NC(=O)/C=C/c3ccccc3)cc2)CC1
37. Cc1ccc(CNC(=O)CN(c2ccc(C(C)C)cc2)S(=O)(=O)c2c(C)noc2C)cc1
38. COc1cccc(/C=C2\SC(=S)N(C(C)C(=O)NC3C=CS(=O)(=O)C3)C2=O)c1 (stereo not drawn)
39. O=C(COC(=O)Cn1cnc2ccccc21)NCc1ccc(F)cc1
40. O=C(O)c1ccccc1NC(=O)C(Cc1ccccc1)N1C(=O)c2ccccc2C1=O (stereo not drawn)

Assay by compound	33	34	35	36	37	38	39	40
CSN deneddyl inh	-3.2	6.2	-0.4	5.8	4.1	1.7	6.8	-5.4
Rin1-Abl PPI inh	0.8	6.5	2.7	-0.3	-0.3	0.6	2.9	2.8
FAS-TE inh	32.9	20.9	-13.1	-4.3	21.7	1.3	-6.1	2.6
MsrA inhibitor	-0.5	0.0	3.1	2.2	1.1	1.6	-0.5	1.3
eLon inh	0.6	-9.5	1.7	0.2	1.7	10.8	11.3	1.2
PABP1 MLLE inh	-7.9	-34.2	4.3	-8.7	-8.6	35.4	-8.4	-3.8
TbMetRS inhib	-0.3	0.6	-0.4	0.3	-0.1	0.2	0.9	-0.5
Neddylation inh	i	i	i	i	i	i	i	i
MsrA act	-2.6	0.6	-1.7	-1.0	-1.1	-3.8	-1.3	-2.3

41. Cc1ccc(C)c(-c2csc(NC(=O)C3=COCCO3)n2)c1
42. COc1ccccc1C(=O)NC(CCSC)C(=O)NC1CCCCCC1 (stereo not drawn)
43. CCN(CCCNC(=O)CCn1c(=O)[nH]c2ccsc2c1=O)c1ccccc1
44. O=C(COc1cccc2c1CCN(Cc1ccccc1F)C2=O)N1CCCCC1
45. O=C(Cn1cnc2c(nnn2Cc2ccc(F)cc2)c1=O)Nc1cccc(F)c1
46. CCOC(=O)c1c(S(=O)(=O)NCC(=O)Nc2cccc(C)c2)c(C)n(C)c1C
47. CC(CCc1ccccc1)NC(=O)c1cc2sccc2n1C (stereo not drawn)
48. Cc1cc(=O)oc2cc(OCC(=O)NCCCN3CCOCC3)c(Cl)cc12

Assay by compound	41	42	43	44	45	46	47	48
CSN deneddyl inh	-1.4	-3.3	0.1	0.3	-4.4	0.2	7.6	6.3
Rin1-Abl PPI inh	0.8	2.2	1.6	-4.8	-1.4	-0.3	-1.1	-6.3
FAS-TE inh	10.5	4.6	-0.9	-1.0	-3.8	-5.0	26.5	-7.6
MsrA inhibitor	1.1	0.0	-0.6	-0.1	1.2	-0.3	x	1.5
eLon inh	-1.8	-0.3	-3.0	3.3	-9.4	-11.2	4.1	-3.0
PABP1 MLLE inh	-3.6	-13.1	0.2	6.2	2.7	7.0	4.9	15.8
TbMetRS inhib	-0.6	-0.6	0.2	-0.1	0.1	-0.3	-0.5	-0.2
Neddylation inh	i	i	i	i	i	i	i	i
MsrA act	-1.1	0.2	-0.9	-2.9	-5.8	0.1	-3.1	-3.1

Assay outcomes: PubChem BioAssay, several laboratories
